Assay outcomes from PubChem BioAssay.
TexasRed fluor: alters Texas Red total fluorescence, flagging assay interference; 280,000 compounds, 0.29% hits; TRb/SRC2 Texas Red total fluorescence interference; Potency, µM (series often up to 106 µM), inactives show at the highest dose fluorescence change, negative = quenching; AID 1479; active means well fitted curve in either direction with a large enough effect; inconclusive means small, poorly fitted or top-dose-only effect
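Flags fluorescent or light-absorbing compounds by total fluorescence, S + 2P, at 555 nm excitation and 632 nm emission. Mixture: 20 nM Texas Red SRC2 peptide, 0.6 uM human TRb LBD, 1 uM T3, 5% DMSO; compound exposure 5 h at ambient temperature.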
Tau FP inhib: inhibitors of human tau fibril formation. P10636. K18 P301L tau heparin fibrillization, Alexa594 FP, 6 h. Potency, µM (titrated, usually from 57.7 µM), for inactives: top-dose activity, negative = inhibition, most hits filed as inhibitors. 280,000 compounds, 0.39% hits; further: nearly all actives have a fitted effect of over 55% in size
Target sequence (P10636 561-689 P618L limits assumed): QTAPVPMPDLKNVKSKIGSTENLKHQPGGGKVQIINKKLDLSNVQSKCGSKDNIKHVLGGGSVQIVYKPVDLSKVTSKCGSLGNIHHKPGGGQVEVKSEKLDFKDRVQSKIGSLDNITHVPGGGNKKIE
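Compound effects on tau fibrillization are measured by Alexa 594 fluorescence polarization (ex 555, em 632 nm). K18 P301L tau is used at 15 uM with 0.24 uM labeled tracer, and 20 uM heparin induces aggregation over 6 hr at 37 C.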
Tau fibril ThT: tau fibrillization inhibition (ThT binding); Potency, µM (titrated, usually from 57.4 µM), inactives show at the top dose activity, negative = inhibition, most hits filed as inhibitors; 270,000 compounds, 2.1% hits; P10636; recombinant tau K18 P301L, heparin-induced fibrillization, ThT fluorescence; further: nearly all actives have a fitted effect of over 55% in size
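Using a mix of unlabeled (15 uM) and Alexa 594-labeled (0.24 uM) tau K18 P301L, heparin-triggered fibrillization over 6 hr at 37 C was scored by ThT fluorescence.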
L3MBTL1 inh: blocks human L3MBTL1; AID 485360; Q9Y468; 230,000 compounds, 0.66% hits; Potency, µM (top dose mostly 57.1 µM), inactives show at the top dose activity, negative = inhibition, most hits filed as inhibitors; AlphaScreen L3MBTL1–H3K9me1 peptide binding; further: nearly all actives have a fitted effect of over 60% in size
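AlphaScreen assay: L3MBTL1 (50 nM final) was preincubated 30 min at room temperature with biotinylated H3(1-15)K9me1 peptide (75 nM final), then 30 min with library compounds; streptavidin donor and nickel chelate acceptor beads (10 ug/mL final) added, 30 min dark.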
JMJD2E inh: JMJD2E (human) inhibition; B2RXH2; JMJD2E catalytic domain, FDH-coupled NADH fluorescence (FDH is formaldehyde dehydrogenase); Potency, µM (doses to about 57.1 µM), for inactives: at the highest dose activity change, negative = inhibition, hits mostly inhibitors; 230,000 compounds, 1.6% hits; AID 2147; active means well fitted inhibition curve with a large enough effect, not every such curve was filed as active; inconclusive means small, poorly fitted or top-dose-only effect, or another doubt; inactive means no such curve, though single readings can be large or run the other way;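 further: 0% = wells with enzyme and -100% = buffer wells without enzyme; nearly all actives have a fitted effect of over 50% in size; many of its hits are not listed in these tables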
Target sequence (B2RXH2 1-337 limits assumed): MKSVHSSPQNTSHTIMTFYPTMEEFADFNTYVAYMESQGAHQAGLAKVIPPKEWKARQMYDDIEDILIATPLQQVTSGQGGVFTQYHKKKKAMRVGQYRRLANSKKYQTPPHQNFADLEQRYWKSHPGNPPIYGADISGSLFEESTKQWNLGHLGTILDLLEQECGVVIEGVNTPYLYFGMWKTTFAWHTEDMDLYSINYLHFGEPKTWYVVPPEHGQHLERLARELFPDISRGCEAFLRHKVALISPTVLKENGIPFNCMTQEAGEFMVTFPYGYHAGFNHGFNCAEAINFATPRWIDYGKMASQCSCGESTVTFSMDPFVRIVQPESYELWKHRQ
TRb-SRC2 inh: TRbeta-SRC2 interaction inhibition; TRbeta-SRC2 peptide binding, fluorescence polarization; receptor liganded with 1 µM T3; Potency, µM (titrated, usually from 106 µM), for the others: top-dose activity change, negative = inhibition, most hits filed as inhibitors; AID 1469; 280,000 compounds, 0.065% hits;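 further: plate controls were bound peptide for no effect and peptide without receptor for full effect; nearly all actives have a fitted effect of over 50% in size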
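Polarization signal, normalized between peptide-alone and full complex controls, measured compound effects on T3-liganded human TRb LBD (0.6 uM) binding 20 nM Texas Red SRC2 peptide after 5 hr.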
RGS12 GoLoco inh: RGS12 GoLoco-Gai1 interaction inhibition. Potency, µM (top dose mostly 61.6 µM), without a hit: top-dose activity, negative = inhibition, actives largely listed as inhibitors. 230,000 compounds, 0.44% hits. Gai1:RGS12 GoLoco peptide FP, rhodamine, 10 min. AID 880. P63096; active means well fitted inhibition curve with a large enough effect, not every such curve was filed as active; inactive means no such curve, though single readings can be large or run the other way; further: nearly all actives have a fitted effect of over 30% in size; many of its hits are not listed in these tables
Target sequence (P63096 whole entry, looked up): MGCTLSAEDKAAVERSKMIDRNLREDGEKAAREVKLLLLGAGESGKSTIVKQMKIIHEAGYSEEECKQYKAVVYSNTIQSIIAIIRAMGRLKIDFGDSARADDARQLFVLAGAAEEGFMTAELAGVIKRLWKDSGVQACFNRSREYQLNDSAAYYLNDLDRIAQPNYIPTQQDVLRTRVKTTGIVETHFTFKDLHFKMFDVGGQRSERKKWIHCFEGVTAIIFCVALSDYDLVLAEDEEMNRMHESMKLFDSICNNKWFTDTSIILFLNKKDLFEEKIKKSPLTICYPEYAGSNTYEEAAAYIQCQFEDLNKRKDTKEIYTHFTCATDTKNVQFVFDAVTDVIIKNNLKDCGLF
RECQ1 inh: blocks DNA unwinding by human RECQ1; RECQ1 DNA unwinding, red fluorescence kinetic read; Potency, µM (top dose mostly 57.3 µM), inactives show at the highest dose activity, negative = inhibition, usual class: inhibitors; 240,000 compounds, 0.54% hits; AID 2549;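 further: plate controls were vehicle for no effect and no enzyme for full effect; nearly all actives have a fitted effect of over 30% in size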
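50 nM RECQ1T1 preincubated 15 min with compound in Tris pH 8.0 buffer with MgCl2, DTT, Tween-20 and 2.5 ug/ml poly(dI-dC); started with 200 nM TAMRA/BHQ-2 forked duplex and 2 mM ATP. Unwinding read as fluorescence (525/598 nm), two reads 2 h apart.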
Active calls of the source: *; i = inactive; ? = inconclusive; / = not tested or not shown; [ ] = another dose, or the depositor's remark. Unless noted, the call rests on the fitted dose curve; in most records, active means well fitted curve in the direction sought with a large enough effect; inconclusive means small, poorly fitted or top-dose-only effect, or another doubt; inactive means no such curve, though single readings can be large; an effect the other way counts as inactive or inconclusive. Unless noted, on the % scale 0 is the no-effect control and ±100 the full control effect; potency means the concentration at half of the fitted maximal effect. These rows are one share of the data (hit frequency here may not be typical).

SMILES	TexasRed fluor	Tau FP inhib	Tau fibril ThT	L3MBTL1 inh	JMJD2E inh	TRb-SRC2 inh	RGS12 GoLoco inh	RECQ1 inh
Cc1cc(-c2nnc(CCC(=O)NC(Cc3ccccc3)c3ccccc3)o2)no1 (stereo unspecified)	0%	-4%	-4%	7%	-13%	4%	16%	0%
O=S(=O)(NCc1ccc(Cl)cc1)NCc1ccccc1F	1%	0%	-4%	0%	1%	5%	-7%	?
C=CCn1c(N2CCN(c3ccc(OC)cc3)CC2)nc2c1c(=O)[nH]c(=O)n2C	0%	5%	-2%	-10%	-5%	-4%	7%	i
CC(=O)Nc1ccc(-c2nnc(SCC(=O)n3c4c(c5ccccc53)CCCC4)n2C)cc1	-1%	2%	?	1%	-3%	7%	4%	0%
COc1ccc(C(=O)NCCn2cc(SCC(=O)NCCc3ccc(OC)c(OC)c3)c3ccccc32)cc1	?	-1%	?	/	/	3%	/	/
CCc1ccc(C(=O)Nc2cccnc2Oc2ccc(Cl)cc2)cc1	1%	11%	?	31%[activator]	-7%	-5%	10%	-19%
CC(C)c1nnc(NC(=O)CCC(=O)N2CCN(c3ccccn3)CC2)s1	-1%	7%	-1%	-5%	?	-2%	-3%	-6%
O=C(CCn1c(=O)c2ccccc2n(Cc2ccccc2)c1=O)NCc1ccc2c(c1)OCO2	3%	-8%	-5%	/	6%	0%	4%	i
O=C(COc1ccc(Cl)cc1)OCc1csc(Nc2ccccc2)n1	0%	11%	?	5%	-2%	3%	-8%	-16%
COc1ccc(-c2cc(C(F)F)n3ncc(C(=O)Nc4cnn(Cc5ccccc5)c4)c3n2)cc1	-2%	-4%	-12%	2%	?	0%	1%	-10%
CN(C)CCCNC(=O)c1ccc(-c2ccccc2)cc1	-4%	-1%	-5%	-5%	-2%	-3%	11%	9%
COc1ccc(CNC(=O)CSc2ccsc2[N+](=O)[O-])cc1	0%	-5%	?	-3%	-6%	-2%	11%	i
Cc1noc(C)c1COc1cccc(C(=O)NCc2cccc(Cl)c2)c1	0%	-5%	3%	10%	2%	1%	-6%	-13%
COc1ccc(NC(=O)Nc2nnc(SCC(=O)Nc3cccc(C)c3C)s2)cc1	1%	-12%	-8%	/	/	-1%	/	/
COc1ccc(/C=C/C(=O)N(C)Cc2cccs2)cc1S(=O)(=O)N1CCOCC1	2%	-3%	-1%	0%	?	3%	6%	-14%
Cc1ccccc1NC(=O)/C=C/c1cccs1	0%	4%	-6%	4%	-3%	-4%	-2%	-1%
Cc1ccc(C)c(NC(=S)N2CCN(Cc3ccccc3)CC2)c1	3%	4%	-1%	-2%	0%	2%	5%	20%
COc1ccc(N2CCN(C(=O)C(Cc3ccccc3)n3cccc3)CC2)cc1 (stereo unspecified)	-3%	?	-33%	/	-5%	-5%	9%	-9%
COc1ccc(-c2ncc3ccccn23)cc1OC	-6%	8%	?	5%	?	1%	33%[activator]	-9%
COc1ccc(-c2nnc(SCC(=O)N3CCC(Cc4ccccc4)CC3)o2)cc1OC	-3%	9%	-2%	3%	-4%	-3%	1%	i
COc1cc(C=O)ccc1OCCOCCOc1c(C)cc(Cl)cc1Cl	-5%	-13%	?	?	-22%	-1%	96%[activator]	?
O=S(=O)(c1cccs1)N1CCC(CO)(Cc2cccc(F)c2)CC1	-4%	1%	8%	11%	13%	1%	-11%	i
O=C(Nc1nc(-c2cccc([N+](=O)[O-])c2)cs1)c1cccc([N+](=O)[O-])c1C(=O)O	-4%	6%	-12%	2%	6%	-3%	18%	i
CCc1c(C)sc2c1CCN(C(=O)Nc1cc(C)ccc1OC)C2c1ccc(F)cc1 (stereo unspecified)	-2%	-4%	-12%	/	/	0%	/	/
CCC(=O)Nc1ccc(/C(C)=N\NC(=O)c2ccc(C)s2)cc1	-3%	-4%	?	0%	?	-10%	5%	-7%
CC(=O)Nc1ccc(/C=N/NC(=O)c2cccs2)cc1	-2%	1%	?	/	20%	-1%	0%	-2%
CC(C)CN1C(=O)c2ccc(C(=O)Nc3nccs3)cc2C1=O	-5%	-3%	-9%	-3%	2%	1%	-5%	-6%
CN(C)CCCOC(=O)COc1ccc(Br)cc1	-2%	-1%	-16%	-4%	-10%	5%	2%	11%
COCCCNCC(=O)Nc1ccc(OC(F)(F)F)cc1	1%	-1%	-2%	8%	-18%	-4%	-5%	i
CCN1CCCc2cc(CN(CCN3CCOCC3)C(=S)Nc3cccc(Cl)c3)ccc21	1%	14%	?	/	-14%	1%	18%	-10%
COc1ccc2nc(NC(=O)CSc3nnc(C)s3)sc2c1	-1%	-11%	?	7%	-13%	-4%	11%	-2%
COC(=O)c1ccc2[nH]c(C)c(CN3CCCC3)c(=O)c2c1	0%	-1%	-6%	-9%	?	10%	2%	-8%
Cc1cc(S(=O)(=O)Nc2cc3c(cc2C)n(C)c(=O)c(=O)n3C)ccc1F	4%	3%	-10%	/	/	5%	/	/
Cc1ccc(C)c(N2CCN(C(=O)CN3C(=O)c4ccccc4C3=O)CC2)c1	-2%	2%	-15%	1%	-6%	1%	7%	-10%
O=C(C1CC=CCC1)N1CCN(C(=O)C2CC=CCC2)CC1 (stereo unspecified)	1%	7%	-2%	2%	-12%	-19%	8%	i
O=S(=O)(c1ccc(-n2cnnn2)cc1)N1CCN(c2ccccc2F)CC1	2%	-9%	4%	/	/	3%	/	/
Fc1ccc(-c2cnn3c(-c4ccncc4)ccnc23)cc1	-4%	3%	3.2µM*	-29%	-4%	-3%	7%	-2%
CCc1ccc(CNCc2cccs2)cc1	0%	3%	-2%	18%	10%	-4%	-6%	i
CN(Cc1ccccc1)C(=O)c1cccc(N2C(=O)NC3CC2(C)Oc2ccccc23)c1 (stereo unspecified)	-4%	-1%	-8%	-1%	?	-3%	5%	0%
CCOc1ccccc1N1CCN(C(=S)NC(=O)C23CC4CC(CC(C4)C2)C3)CC1	0%	5%	-8%	-17%	10%	0%	-2%	-5%
Cc1nc(NC(=O)c2cc3c(C)nn(-c4ccccc4)c3s2)sc1C(=O)Nc1ccccc1	1%	?	-19%	/	-29%	2%	9%	-1%
O=S(=O)(c1cccc2ccccc12)N1CCSC1	-2%	-8%	-14%	/	10%	-9%	4%	-4%
CC(C)c1ccc2oc(-c3cccc(NC(=O)c4ccc5c(c4)OCCO5)c3)nc2c1	-3%	?	?	/	/	9%	/	/
COc1ccc(CCNS(=O)(=O)c2cccc(F)c2)cc1OC	0%	-6%	0%	1%	7%	-4%	-9%	i
Cn1c(=O)c2c(ncn2CC(=O)Nc2nc3ccc(F)cc3s2)n(C)c1=O	1%	2%	-15%	/	2%	-16%	4%	11%
S=c1[nH]nc(-c2cc(-c3ccccc3)n[nH]2)n1/N=C/c1c2ccccc2cc2ccccc12	-5%	3%	?	/	-11%	10%	9%	?
COc1cccc(CNC(=O)c2ccc3c(c2)nc2n3CCOC2)c1OC	-2%	1%	3%	/	/	-4%	/	/
NNC(=O)c1nc[nH]c1C(=O)Nc1ccccn1	-2%	-7%	-9%	?	9%	10%	2%	-1%
COc1cccc(CC(=O)Nc2ccc3nc(Nc4cccc(C(F)(F)F)c4)cc(C)c3c2)c1	-2%	?	?	/	/	5%	/	/
COC(=O)Oc1nsnc1N1CCOCC1	4%	?	?	7%	?	-2%	0%	i

Random excerpt: five entries already listed
SMILES	TexasRed fluor	Tau FP inhib	Tau fibril ThT	L3MBTL1 inh	JMJD2E inh	TRb-SRC2 inh	RGS12 GoLoco inh	RECQ1 inh
COc1cccc(CNC(=O)c2ccc3c(c2)nc2n3CCOC2)c1OC	-2%	1%	3%	/	/	-4%	/	/
NNC(=O)c1nc[nH]c1C(=O)Nc1ccccn1	-2%	-7%	-9%	?	9%	10%	2%	-1%
S=c1[nH]nc(-c2cc(-c3ccccc3)n[nH]2)n1/N=C/c1c2ccccc2cc2ccccc12	-5%	3%	?	/	-11%	10%	9%	?
O=S(=O)(c1cccc2ccccc12)N1CCSC1	-2%	-8%	-14%	/	10%	-9%	4%	-4%
Cn1c(=O)c2c(ncn2CC(=O)Nc2nc3ccc(F)cc3s2)n(C)c1=O	1%	2%	-15%	/	2%	-16%	4%	11%

(continued)
SMILES	TexasRed fluor	Tau FP inhib	Tau fibril ThT	L3MBTL1 inh	JMJD2E inh	TRb-SRC2 inh	RGS12 GoLoco inh	RECQ1 inh
CCc1cccc(OCCCCNCCOC)c1	-2%	-4%	-4%	-5%	?	4%	-3%	i
O=C(CN1C(=O)COc2ccccc21)N(Cc1ccc2c(c1)OCO2)CC1CCCO1 (stereo unspecified)	-1%	-2%	-14%	5%	7%	0%	3%	-12%
CC(=O)c1cccc(S(=O)(=O)Nc2cccc(S(=O)(=O)NC3=NCCC3)c2)c1	-1%	4%	-4%	9%	14%	-10%	8%	1%
CC1(C)Cc2nc3sc4c(SCC(=O)NC(c5ccccc5)c5ccccc5)ncnc4c3cc2CO1	2%	12%	-11%	6%	-3%	-3%	11%	i
COC(=O)c1ccc(C(NC(=O)OCc2ccccc2)/C(=C/[C@@H](C)C(=O)NCc2nc3ccccc3s2)c2cccnc2)cc1 (stereo partly specified)	-2%	?	-15%	/	-12%	-5%	5%	-3%
COc1cccc(CNC(=O)Cc2c(C(=O)O)c(C)cn2C)c1	2%	-12%	-3%	/	/	-9%	/	/
COc1ccc(-c2nn(C)c3sc(C(=O)N4CCN(c5cccc(C)c5C)CC4)cc23)cc1OC	0%	13%	-10%	/	/	1%	/	/
Cc1ccc(C2c3c(oc4ccccc4c3=O)C(=O)N2c2ccc(C)cn2)cc1 (stereo unspecified)	-4%	-4%	-2%	/	/	2%	/	/
Cc1ccc(C)c(NC(=O)CSc2nnc([C@@H](N)Cc3ccccc3)o2)c1	1%	-6%	-14%	-6%	0%	-3%	3%	-4%
COc1cccc(NC(=O)c2ccc(-c3ccccc3[N+](=O)[O-])o2)c1	-2%	4%	?	-8%	-3%	-2%	16%	0%
C=CCn1c(SCc2ccccc2)nc(O)cc1=O	-1%	-5%	-15%	/	-4%	-3%	21%	-9%
